# hcGAS lum – human cGAS inhibition; recombinant h-cGAS, ATP depletion, Kinase-Glo luminescence; inhibition, % at 12.5 µM; hit rate 0.081% among 290,000;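 further: 0% = vehicle reaction and 100% = reaction without DNA for no activity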
# Target sequence (Q8N884 whole entry, looked up): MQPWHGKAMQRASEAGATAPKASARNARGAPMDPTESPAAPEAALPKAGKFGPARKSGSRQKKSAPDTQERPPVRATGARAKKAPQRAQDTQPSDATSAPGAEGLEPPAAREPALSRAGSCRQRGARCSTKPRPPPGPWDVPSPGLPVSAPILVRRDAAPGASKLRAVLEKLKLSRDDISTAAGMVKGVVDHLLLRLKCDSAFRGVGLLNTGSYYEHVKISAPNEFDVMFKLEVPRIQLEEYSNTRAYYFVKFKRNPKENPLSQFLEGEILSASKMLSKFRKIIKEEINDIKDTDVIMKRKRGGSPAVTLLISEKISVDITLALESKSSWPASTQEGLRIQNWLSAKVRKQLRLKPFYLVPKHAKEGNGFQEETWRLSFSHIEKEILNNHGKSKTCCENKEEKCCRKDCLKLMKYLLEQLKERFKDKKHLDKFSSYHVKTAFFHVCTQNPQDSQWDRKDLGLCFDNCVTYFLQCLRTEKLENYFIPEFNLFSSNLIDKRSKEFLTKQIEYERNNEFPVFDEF
# mcGAS lum – blocks mouse cGAS activity; recombinant cGAS, Kinase-Glo ATP depletion luminescence; inhibition, % at 12.5 µM; hit rate 0.15% among 160,000;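 further: 0% = negative control wells and 100% = reference inhibitor with no enzyme activity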
# NPYLR7 ag – mosquito NPYLR7 agonism; HEK293T NPYLR7/Galpha15, GCaMP6s calcium fluorescence; activation, % at 10 µM; hit rate 0.15% among 270,000; in the data active means activation above about 40%;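 further: 0% = vehicle and 100% = reference agonist at the receptor; some compounds past the cut are filed as inactive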
# * marks the source's active call; other numbers are inactive results; . = no result given; & = joins results of further samples. Unless noted, no stated cut-off is given here; in the data, active means inhibition above about 40%; inactive means the rest.
# Order of results: hcGAS lum	mcGAS lum	NPYLR7 ag
CC(NC(=O)C1CCCC1)C(=O)Nc1ccc(-c2n[nH]c(C3CC3)n2)cc1 (stereo unspecified)
 : -6	-17	16
COc1ccc(C(=O)NCCn2cc(SC(=N)N)c3ccccc32)cc1
 : -6	-8	-9
COc1ccc(-c2csc(C(NC(C)=O)c3ccccc3)n2)cn1 (stereo unspecified)
 : -6	.	3
CC1=CC[C@@H]2CN(C(=O)Cc3ccc(N4CCNC4=O)cc3)C[C@@H]2C1
 : -2	-8	-1
COCCCNC(=O)C(=O)NCC1CCCO1 (stereo unspecified)
 : -12	.	0
O=C(NCc1ccccc1CN1CCCC1)N1CCc2ccc(F)cc21
 : -12	.	-19
c1nn2c(C3CC3)nnc2cc1N1CCN(CC2CCCCC2)CC1
 : -11	-6	.
O=C(Cc1ccc(O)cc1)NCC1CCCN(Cc2ccncc2)C1 (stereo unspecified)
 : -8	-11	6
O=C(Cn1ccc(-c2ccc(F)cc2)n1)N1CCc2sccc2C1
 : -10	-16	-8
NC(=O)NCCCCC(NC(N)=O)C(=O)O (stereo unspecified)
 : 9	.	2
Cc1cccc2ncc(C(=O)N(C)Cc3cc(C(C)(C)C)n[nH]3)c(=O)n12
 : -3	-8	15
Cc1ccccc1-n1ncc(C(C)NC(=O)c2cn3c(C)cccc3n2)c1C (stereo unspecified)
 : -6	-10	0
C/C(Cl)=C/Cc1c(C)[nH]c2c(C)cccc2c1=O
 : -6	.	-1
CCN(C(=O)C1CCN(S(=O)(=O)c2ccc(OC)cc2)CC1)C1CCCCC1
 : -4	.	1
O=C(O)C(Cc1ccccc1)N1C(=O)/C(=C/c2c(Cl)cccc2Cl)SC1=S (stereo unspecified)
 : -2	6	-3
O=C(Cn1cc(Br)ccc1=O)NCc1nc(-c2ccccc2)cs1
 : -8	.	12
CC(=O)C1=C(C)Nc2ncnn2C1c1ccco1 (stereo unspecified)
 : -3	.	6
NS(=O)(=O)c1ccc(-c2ccc(/C=C3\SC(=S)N(CC(=O)O)C3=O)o2)cc1
 : -8	-2	11
Cc1ccc(C)c(CN2CCN(c3nc4c(c(=O)[nH]c(=O)n4C)n3Cc3ccccc3F)CC2)c1
 : -7	.	2
CC1(C)CN(CCCn2cnnn2)CC[C@]1(C)O
 : -10	-5	.
CCOCCn1c(CN2CCCCC2CC)nc2c1c(=O)n(C)c(=O)n2C (stereo unspecified)
 : -4	-10	4
CCN(c1ccc(NC(=O)c2ccc(NC(=O)c3ccco3)s2)cc1)C(C)C
 : -1	.	-1
CC(C)Cn1c(Cn2ccnc2)nc2cc(NS(=O)(=O)c3ccccc3)ccc21
 : 0	-1	6
CCc1c(C(=O)OC)sc2nc(CN(CC(O)COc3ccccc3)C3CCCCC3)[nH]c(=O)c12 (stereo unspecified)
 : -4	-3	16
COc1ccc(C=CC(=O)c2ccc(OC)cc2OC)c(OC)c1
 : -6	.	-6
Cc1noc(C)c1CC(=O)NCc1ccccc1-n1ccnc1C
 : -7	-12	13
CCOc1ccc(C2=CSC3=NCCN23)cc1
 : -6	.	3
NC(=O)c1csc(-c2ccccc2CN2CCOCC2)n1
 : 0	-9	2
Cc1ccc(S(=O)(=O)N2CCN(C(=O)CCN3C(=O)CCC3=O)CC2)cc1
 : -2	-4	4
O=C1[C@@H]2C[C@H](O)CCN2C(=O)CN1CCc1ccccc1Cl
 : 3	-2	-8
CC(CCc1ccccc1)NC(=O)c1cc(-c2ccco2)nn1-c1cccc(Cl)c1 (stereo unspecified)
 : -10	8	-3
CN(C)S(=O)(=O)c1cccc(C(=O)N2CCCSC2=NCc2ccccc2)c1
 : -8	.	3
O=S(=O)(Nc1ccc(F)c(Cl)c1)c1cccc2cccnc12
 : -5	-5	0
COc1ccc(C(O)=C2C(=O)C(=O)N(CCCN(C)C)C2c2ccc(O)cc2)c(C)c1 (stereo unspecified)
 : -10	-8	-6
Cn1c(=NC(=O)C2CCCN2S(=O)(=O)c2cccs2)sc2cc3c(cc21)OCO3 (stereo unspecified)
 : -6	-10	0
CC(C)c1ccc(OCC(=O)N2CCN(C(=O)c3cccs3)CC2)cc1
 : -13	.	29
CCCCN1CCCCC1(C)C(=O)NCc1ccccn1 (stereo unspecified)
 : -18	-8	5
Cn1c(/C=C/c2ccccc2)nnc1-c1ccccc1O
 : 2	0	1
CCC(=O)NC1CCCN(C(=O)c2ccc3c(c2)C(=O)c2ccccc2-3)C1 (stereo unspecified)
 : 1	.	-1
O=C(NCCOc1ccc2nnc(-c3ccccc3)n2n1)Nc1ccccc1
 : -6	-8	-1
CC1Oc2ccccc2OC1C(=O)NCc1ccc(S(=O)(=O)N2CCOCC2)cc1 (stereo unspecified)
 : -5	.	13
Cc1ccc(-c2csc(=Nc3cccc(C)c3C)n2N2CCOCC2)cc1
 : -5	-6	-4
O=C(Cn1cnc(-c2ccccc2)cc1=O)NC(c1ccccc1)c1ccccc1
 : -5	.	13
CCn1c(SCC(=O)N2CCN(c3ccccc3)CC2)nc2c([nH]c3ccccc32)c1=O
 : 5	-7	-1
CCn1c(C)cc(O)c(C(c2ccccc2)N2CCN(CCO)CC2)c1=O (stereo unspecified)
 : -6	.	11
CN1CCNC(=O)C12CCN(C(=O)c1ccccc1-c1ccccc1)CC2
 : -1	-2	2
Cc1cc(C)cc(CSc2nnc(NC(=O)Cc3cccs3)s2)c1
 : -7	-6	-2
O=S1(=O)NC(=NCc2ccc3c(c2)OCCO3)c2ccccc21
 : -8	-6	10
O=C(Cn1c(=O)oc2ccccc21)N1CCCC(c2ccn[nH]2)C1 (stereo unspecified)
 : -6	.	-2
Cc1ccc(CN(C(=O)c2cccc(OCC(N)=O)c2)C2CCCC2)s1
 : -6	-16	-5
COc1ccc(OC)c(C(=O)C2CC(=O)CO2)c1 (stereo unspecified)
 : 5	.	-4
COC(=O)C1CCN(C(c2ccc(C(C)C)cc2)C2Sc3nc(C)nn3C2=O)CC1 (stereo unspecified)
 : -8	.	1
Clc1cc2c(cc1-c1nccn1-c1ccc(Oc3nn[nH]n3)cc1)OCO2
 : -7	.	13
Cc1ccc(CNC(=O)c2c(O)nc3ccccn3c2=O)cc1
 : 3	13	-2
COc1ccc(OC2CCN(C(C)=O)CC2)c(C(=O)N2CCCCC2CCO)c1 (stereo unspecified)
 : -5	.	1
Cc1cccc(OCC(O)CN(c2c(C)cc(C)cc2C)S(C)(=O)=O)c1 (stereo unspecified)
 : -5	-6	9
COc1cc(C(=O)NCCc2cc3c(OC)ccc(OC)c3[nH]c2=O)cc(OC)c1OC
 : 1	-4	1
CCN(CC)c1onc(-c2ccccc2)c1CN(Cc1ccco1)CC(O)COc1ccccc1 (stereo unspecified)
 : -4	-4	16
Cc1cc(C)c(NC(=O)CSc2nc3ccccc3[nH]2)c(C)c1
 : -8	-6	-1
COc1cn(CC(=O)NC2CCCCC2)c(CN2CCCCC2)cc1=O
 : -5	-8	-4

# New compounds follow
# Order of results: hcGAS lum	mcGAS lum	NPYLR7 ag
CCCCN(CC(=O)N1CC(=O)N(c2cccc(C)c2)C1)C(=O)c1cccc(C(F)(F)F)c1
 : -3	-3	12
CCN(CC)c1ccc(CN(Cc2ccco2)C(=O)c2cccc(F)c2)c(OS(=O)(=O)CC)c1
 : 0	-3	9
Cc1ccc(-c2cc3c(=O)n(Cc4nc(-c5cccc(Cl)c5)oc4C)ccn3n2)cc1
 : -5	-9	4
Cn1cnc2c(NCc3ccccc3)nc(NCCO)nc21
 : -5	-3	-1
COc1cccc(Cn2cccc2CN(Cc2ccccc2)C(=O)CN(CC(C)C)S(=O)(=O)/C=C/c2ccccc2)c1
 : -6	-5	15
CC(=O)c1ccc2ccccc2c1OC(F)F
 : -2	.	-1
COC(=O)c1ccc(COC(CN2CCN(C(=O)c3cccc(C#N)c3)CC2)c2ccc(Cl)cc2)cc1 (stereo unspecified)
 : -10	-7	.
Cc1ccc(S(=O)(=O)Nc2ccccc2C=NNP(=O)(c2ccccc2)c2ccccc2)cc1
 : -2	-6	-2
COc1ccc(C(C)NC(=O)c2csc(-c3cccs3)n2)cc1F (stereo unspecified)
 : -8	.	12
Cc1cnc(CNC(=O)c2ccc(OC3CCN(CC(C)(C)C)CC3)c(Cl)c2)cn1
 : -12	-11	13
COc1ccc(O)cc1CN1CCC2(CC1)CN(C)CCN2C
 : -5	-10	16
CCn1cc(C(=O)N2CCCC(C(=O)c3ccc4ccccc4c3)C2)cn1 (stereo unspecified)
 : -2	-4	-1
CNCc1cc(-c2cccc(-n3nc(C)cc3C)c2)ccc1OC
 : -5	.	12
Cc1cc(NC(=O)N2CCN(C(=O)c3cc(Cl)ccc3F)CC2)n(C)n1
 : -7	.	1
COc1ccccc1-n1cc(C(=O)NC(C)c2cnn(-c3ccccn3)c2C)cn1 (stereo unspecified)
 : -4&-8	-10	6
Cc1ccc(C(C)NC(=O)CNCc2cc(F)ccc2F)cc1 (stereo unspecified)
 : -3	-16	19
CCn1c2ccccc2c2cc(Nc3cccc(-c4cc5ccccc5o4)n3)ccc21
 : 7	2	2
O=C(c1ccc(F)c(F)c1)N1CCN(Cc2cccc(-c3noc(-c4cccs4)n3)c2)CC1
 : -8	-8	-3
COc1ccccc1-n1nc(-c2c(C)nc3scc(CC(=O)NC(C)(C)C)n3c2=O)cc1C
 : 0	-3	.
CCCCn1nnnc1CN1C(=O)c2cc(Cl)c(Cl)cc2C1=O
 : -7	.	3
Cc1cc(N2CCN(c3ccccc3F)CC2)nc(-n2cc([N+](=O)[O-])cn2)n1
 : 0	-6	4
O=C(Nc1cccnc1N1CCN(S(=O)(=O)c2ccc(C(F)(F)F)cc2)CC1)c1ccc2c(c1)OCO2
 : -10	-7	17
Cc1ccccc1C(=O)NC(C(=O)N1CCCC1)C1CCN(C(=O)C2CCCC2)CC1 (stereo unspecified)
 : -7	-4	10
Cc1cc(C)n(-c2ccc(C(=O)N3CCNCC3C(=O)NC3CC3)cc2)n1 (stereo unspecified)
 : -6	-11	-6
CCN(CC)C(=O)Oc1ccc2c(ccn2Cc2cc(OC)cc(OC)c2)c1-c1cc(F)cc(F)c1
 : -1	-6	10
C=CCn1c(C2CC(=O)N(CC(C)C)C2)nc2ccccc21 (stereo unspecified)
 : -4	.	2
CCOC(=O)c1cc(-c2cccc(NC(=O)Cc3ccc(OC)cc3)c2)n(-c2cccc(F)c2)n1
 : -5	-3	21
CCCCNC(=O)C1(C)CCN1Cc1csc(C)n1 (stereo unspecified)
 : -15	.	3
Cc1cnn(CCCn2ccnc2-c2cccc3nonc23)c1
 : -7	.	3
Cc1cccc(NC(=O)CCCn2nc(-c3ccco3)ccc2=O)c1C
 : -6	-10	2

# Arranged by SMILES length (smallest number first): some entries from above
# Order of results: hcGAS lum	mcGAS lum	NPYLR7 ag
CCCCNC(=O)C1(C)CCN1Cc1csc(C)n1 (stereo unspecified)
 : -15	.	3
Cn1cnc2c(NCc3ccccc3)nc(NCCO)nc21
 : -5	-3	-1
CNCc1cc(-c2cccc(-n3nc(C)cc3C)c2)ccc1OC
 : -5	.	12
Cc1cc(NC(=O)N2CCN(C(=O)c3cc(Cl)ccc3F)CC2)n(C)n1
 : -7	.	1
Cc1cc(C)n(-c2ccc(C(=O)N3CCNCC3C(=O)NC3CC3)cc2)n1 (stereo unspecified)
 : -6	-11	-6
COc1ccccc1-n1cc(C(=O)NC(C)c2cnn(-c3ccccn3)c2C)cn1 (stereo unspecified)
 : -4&-8	-10	6
Cc1ccccc1C(=O)NC(C(=O)N1CCCC1)C1CCN(C(=O)C2CCCC2)CC1 (stereo unspecified)
 : -7	-4	10
Cc1ccc(-c2cc3c(=O)n(Cc4nc(-c5cccc(Cl)c5)oc4C)ccn3n2)cc1
 : -5	-9	4
O=C(c1ccc(F)c(F)c1)N1CCN(Cc2cccc(-c3noc(-c4cccs4)n3)c2)CC1
 : -8	-8	-3
CCN(CC)c1ccc(CN(Cc2ccco2)C(=O)c2cccc(F)c2)c(OS(=O)(=O)CC)c1
 : 0	-3	9
CCN(CC)C(=O)Oc1ccc2c(ccn2Cc2cc(OC)cc(OC)c2)c1-c1cc(F)cc(F)c1
 : -1	-6	10
CCOC(=O)c1cc(-c2cccc(NC(=O)Cc3ccc(OC)cc3)c2)n(-c2cccc(F)c2)n1
 : -5	-3	21
O=C(Nc1cccnc1N1CCN(S(=O)(=O)c2ccc(C(F)(F)F)cc2)CC1)c1ccc2c(c1)OCO2
 : -10	-7	17
COc1cccc(Cn2cccc2CN(Cc2ccccc2)C(=O)CN(CC(C)C)S(=O)(=O)/C=C/c2ccccc2)c1
 : -6	-5	15

# Next structures
# Order of results: hcGAS lum	mcGAS lum	NPYLR7 ag
CNC(=O)C1CCCN(c2cc(C)nc3c(OC(F)(F)F)cccc23)C1 (stereo unspecified)
 : -5	.	1
CCc1ccccc1NC(=O)NCCn1nc(-c2cccnc2)ccc1=O
 : -6	.	8
NC(=O)CN(C(=O)C1=Cc2cc(Cl)ccc2OC1)C1CCCC1
 : -6	.	-23
O=C(NC(c1ccc(Cl)cc1)c1cnccn1)C1CCN(Cc2ccccc2F)CC1 (stereo unspecified)
 : -4	-3	7
CN(Cc1ccc(-c2ccc(Cl)cc2)o1)c1cn[nH]c(=O)c1Cl
 : -7	-4	12
O=C(c1ccccc1)N1CCN(c2ncnc3c2oc2ccccc23)CC1
 : -4	-6	8
CCOCc1[nH]c(=S)[nH]c(=O)c1Cc1ccc(OC(C)C)cc1
 : -7	-7	7
Cc1nnc(CN2CCC(N3CCCC(C(=O)N4CCOCC4)C3)CC2)o1 (stereo unspecified)
 : -5	.	2
Cc1cccc(CN2CCN(C(=O)CCn3cncn3)CC2=O)c1
 : -4	.	2
Cc1cccc(NC(=O)CSC2=NS(=O)(=O)c3ccccc3N2)c1
 : -3	.	12
COc1cccc(-c2cc(C(=O)O)c3[nH]c(C)nc3n2)c1
 : -7	-10	1
